TROY NFkB inh: inhibitors of TROY-driven NF-kB signaling, primary screen, Q293 LMP1-TROYcd cells, NF-kB luciferase, uHTS | AID 1347056, 2019 | inhibition, % at 10 µM | actives 0.98% (n = 360,000) | Q293 LMP1-TROYcd NF-kB luciferase reporter, 4 h;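 active means compounds whose plate-normalised and pattern-corrected inhibition of the luciferase reporter signal at the single screening dose is 50% or more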
ABHD5 PLIN5 PPI: ABHD5-PLIN5 interaction inhibitors, primary screen, cell lysate, split luciferase complementation, luminescence | Perilipin-5 (Homo sapiens) + 1-acylglycerol-3-phosphate O-acyltransferase ABHD5 (Homo … | Split G. princeps luciferase complementation, 4 h | inhibition, % at 4 µM | actives 0.78% (n = 360,000) | AID 602281, 2012;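 active means inhibition above the mean inhibition across every tested compound plus 3 SD, cut at about 22% in these data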;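 further: 0% = DMSO only wells and the 100% control is not disclosed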
SRC2 inh: inhibition of GAL4-SRC2 driven luciferase reporter, primary screen, SRC2 inhibitor project, cell-based, luminescence | HEK293 GAL4-SRC2 luciferase reporter | actives 0.17% (n = 370,000) | Nuclear receptor coactivator 2 (Homo sapiens), Q15596 | inhibition, % at 9 µM;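 active means inhibition above the mean inhibition of all tested compounds plus 3 SD, set per campaign, cut at about 52% in these data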;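 further: 0% = DMSO treated cells and 100% = cells given Gossypol at 36 µM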
Target sequence (Q15596 whole entry, looked up, the tested form may be a part): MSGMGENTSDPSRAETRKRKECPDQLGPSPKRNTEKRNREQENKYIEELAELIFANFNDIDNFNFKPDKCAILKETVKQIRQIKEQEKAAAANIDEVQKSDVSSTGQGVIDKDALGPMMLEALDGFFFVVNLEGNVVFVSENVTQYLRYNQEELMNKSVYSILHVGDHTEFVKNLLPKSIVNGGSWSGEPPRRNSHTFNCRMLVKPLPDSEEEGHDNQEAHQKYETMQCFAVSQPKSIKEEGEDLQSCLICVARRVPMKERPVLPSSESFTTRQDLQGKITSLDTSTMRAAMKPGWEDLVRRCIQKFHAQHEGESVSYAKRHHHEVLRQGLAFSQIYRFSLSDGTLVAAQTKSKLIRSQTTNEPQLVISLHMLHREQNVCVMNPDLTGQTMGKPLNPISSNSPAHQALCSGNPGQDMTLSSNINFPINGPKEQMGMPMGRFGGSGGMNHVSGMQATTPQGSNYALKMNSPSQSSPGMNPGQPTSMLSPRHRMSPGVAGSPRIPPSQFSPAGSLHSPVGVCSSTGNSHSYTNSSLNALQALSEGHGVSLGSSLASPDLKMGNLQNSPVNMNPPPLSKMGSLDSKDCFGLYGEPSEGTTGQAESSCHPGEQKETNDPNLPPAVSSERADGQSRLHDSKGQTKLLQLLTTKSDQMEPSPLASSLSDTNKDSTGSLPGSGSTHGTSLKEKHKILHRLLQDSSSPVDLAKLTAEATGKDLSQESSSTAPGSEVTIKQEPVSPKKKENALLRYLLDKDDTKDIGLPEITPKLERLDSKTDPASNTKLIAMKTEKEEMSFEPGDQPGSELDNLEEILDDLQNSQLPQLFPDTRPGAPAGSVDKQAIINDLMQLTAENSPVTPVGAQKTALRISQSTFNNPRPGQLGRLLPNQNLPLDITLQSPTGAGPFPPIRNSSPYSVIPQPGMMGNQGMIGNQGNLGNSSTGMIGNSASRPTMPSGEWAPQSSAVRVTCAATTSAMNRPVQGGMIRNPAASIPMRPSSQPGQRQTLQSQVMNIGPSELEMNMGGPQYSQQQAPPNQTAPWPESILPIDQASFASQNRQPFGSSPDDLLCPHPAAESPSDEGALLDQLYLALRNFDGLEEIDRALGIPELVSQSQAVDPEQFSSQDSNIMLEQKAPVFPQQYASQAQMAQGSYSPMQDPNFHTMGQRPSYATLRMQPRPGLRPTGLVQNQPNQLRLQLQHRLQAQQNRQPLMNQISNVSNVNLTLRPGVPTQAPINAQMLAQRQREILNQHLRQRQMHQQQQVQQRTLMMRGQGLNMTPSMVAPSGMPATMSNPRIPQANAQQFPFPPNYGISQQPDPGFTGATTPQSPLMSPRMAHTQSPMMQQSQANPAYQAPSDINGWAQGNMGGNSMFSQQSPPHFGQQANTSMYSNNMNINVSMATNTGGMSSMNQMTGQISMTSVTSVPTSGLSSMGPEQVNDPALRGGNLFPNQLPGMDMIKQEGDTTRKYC
SRC3 inh: SRC3 coactivator transcriptional activity inhibitors, primary screen, cell-based, luminescence. Nuclear receptor coactivator 3 (Homo sapiens), Q9Y6Q9. AID 588352, 2011. HEK293 GAL4-SRC3 luciferase reporter. inhibition, % at 3.6 µM. actives 0.17% (n = 360,000);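 active means inhibition above a per-campaign cutoff, the mean of all compounds plus 3 SD, cut at about 60% in these data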;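 further: 0% = DMSO-treated cells and 100% = gossypol-treated cells at 36 µM; higher means less SRC3-driven luciferase light from the GAL4 reporter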
NR5A2 inv ag: LRH-1 (NR5A2) inverse agonists, primary screen, cell-based, luminescence, HEK293T, StAR-luciferase reporter; Nuclear receptor subfamily 5 group A member 2 (Homo sapiens), O00482; inhibition, % at 3.6 µM; LRH-1 transfected, 24 h; actives 0.13% (n = 360,000); AID 602396, 2012;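 active means inhibition above the mean inhibition of all tested compounds plus 3 SD, cut at about 73% in these data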;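 further: 0% = DMSO wells and 100% = reporter-only cells lacking LRH-1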
NR2F2 inh: NR2F2 transcriptional activity inhibitors, primary screen, cell-based, luciferase reporter, HEK293T, luminescence; COUP transcription factor 2 (Homo sapiens), P24468; HEK293T NGFI-A luciferase reporter; inhibition, % at 8.6 µM; actives 0.7% (n = 370,000);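 active means inhibition above a per-plate cutoff, mean inhibition of test wells between control levels plus 3 SD, cut at about 38% in these data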;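 further: cells cotransfected with COUP-TFII expression vector driving the NGFI-A reporter; 0% = median of COUP-TF2 test wells and 100% = reporter-only cells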
TWEAK-Fn14 inh: inhibitors of TWEAK-Fn14 signaling, primary screen, luciferase reporter cells, uHTS; inhibition, % at 10 µM; TWEAK-stimulated Fn14 reporter cells, luciferase luminescence, 8 h; actives 2% (n = 360,000); in the data active means inhibition above about 50%
SRC1 inh: SRC1 coactivator transcriptional activity inhibitors, primary screen, cell-based, luminescence | HEK293 GAL4-SRC1 luciferase reporter | actives 0.12% (n = 360,000) | AID 588354, 2011 | inhibition, % at 3.6 µM;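 active means inhibition above the campaign mean plus 3 SD, with each screening campaign given its own cutoff, cut at about 60% in these data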;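 further: 0% = DMSO treated cells and 100% = gossypol at 36 µM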
Exocytosis inh: LAMP-1 surface exposure blockers, TALL-104 cells – cell-based, flow cytometry, MLPCN library, primary screen | TALL-104 LAMP-1 surface exposure; cells stimulated with thapsigargin and PMA | inhibition, % at 10 µM | actives 0.66% (n = 360,000) | AID 651702, 2012;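 active means inhibition above about 55%, limit read from the data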
TLR9-MyD88 inh: inhibitors of TLR9-MyD88 association in cells, primary screen, cell-based, CHO, BLA complementation, fluorescence; CCF4 FRET ratio; inhibition, % at 4.98 µM; actives 0.21% (n = 340,000);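 active means inhibition above the mean over all tested compounds plus 3 SD, cut at about 21% in these data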;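 further: 0% = DMSO only wells and 100% = clavulanate BLA inhibitor control wells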
NOD2-RIPK2 inh: NOD2-RIPK2 binding disruptors in cells, primary screen, fluorescence, CHO cells, BLA complementation. CCF4 ratio. inhibition, % at 4.98 µM. actives 0.38% (n = 360,000); in the data active means inhibition above about 21%;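 further: 0% = vehicle only and 100% = reference blocker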
* = called active by the depositor; / = no result given. Only part of the results is shown, so the mix of outcomes need not match the whole.

Preview, 5 compounds:
SMILES	TROY NFkB inh	ABHD5 PLIN5 PPI	SRC2 inh	SRC3 inh	NR5A2 inv ag	NR2F2 inh	TWEAK-Fn14 inh	SRC1 inh	Exocytosis inh	TLR9-MyD88 inh	NOD2-RIPK2 inh
Cc1nn(C)cc1CN(C)Cc1ccc(OCC(O)CN2CCCCC2)cc1 (stereo not given)	8	7	-5	-8	11	19	12	4	3	9	7
O=C(CN1C(=O)NC2(CCOc3ccccc32)C1=O)Nc1cccc(Cl)c1 (stereo not given)	-7	5	19	13	7	14	11	-15	12	-1	-4
Cn1cc(Br)c(C(=O)Nc2sc3c(c2C(N)=O)CCCC3)n1	-26	6	-21	-73	-14	-9	-36	-29	3	3	0
Cc1ccnc(NC(=O)c2ccc(NC(=O)c3ccco3)cc2)c1	-33	1	-85	-76	-119	-27	-8	-83	1	-5	-6
O=C(C1CCCCC1)N1C[C@@H](O)[C@H](n2cc(C3CC3)nn2)C[C@@H]1c1ccc(Cl)cc1	7	-8	-5	-2	-3	16	-2	-1	-4	4	-2

Main list, from the start:
SMILES	TROY NFkB inh	ABHD5 PLIN5 PPI	SRC2 inh	SRC3 inh	NR5A2 inv ag	NR2F2 inh	TWEAK-Fn14 inh	SRC1 inh	Exocytosis inh	TLR9-MyD88 inh	NOD2-RIPK2 inh
Cc1nn(C)cc1CN(C)Cc1ccc(OCC(O)CN2CCCCC2)cc1 (stereo not given)	8	7	-5	-8	11	19	12	4	3	9	7
O=C(CN1C(=O)NC2(CCOc3ccccc32)C1=O)Nc1cccc(Cl)c1 (stereo not given)	-7	5	19	13	7	14	11	-15	12	-1	-4
Cn1cc(Br)c(C(=O)Nc2sc3c(c2C(N)=O)CCCC3)n1	-26	6	-21	-73	-14	-9	-36	-29	3	3	0
Cc1ccnc(NC(=O)c2ccc(NC(=O)c3ccco3)cc2)c1	-33	1	-85	-76	-119	-27	-8	-83	1	-5	-6
O=C(C1CCCCC1)N1C[C@@H](O)[C@H](n2cc(C3CC3)nn2)C[C@@H]1c1ccc(Cl)cc1	7	-8	-5	-2	-3	16	-2	-1	-4	4	-2
O=S(=O)(NCc1cc(-c2ccccc2)no1)c1ccccc1	1	-1	-1	4	-11	-30	-9	-10	0	1	-8
Cc1cn([C@H]2C[C@H](O)[C@@H](/C=C/C(=O)NCCc3cccs3)O2)c(=O)[nH]c1=O	-1	-3	-16	2	-14	-15	13	-16	0	/	4
COC(=O)C1=C(N)Oc2cc(C)n(CCN3CCOCC3)c(=O)c2C1c1cccnc1 (stereo not given)	-5	-4	-2	17	5	10	5	-6	1	1	4
CN(C)c1nc(OCCOC(=O)Nc2ccc(Cl)cc2Cl)nc(N(C)C)n1	11	2	/	16	-8	/	-21	9	-2	-5	0
COc1ccc(S(=O)(=O)N2CCN(C(=O)[C@@H]3CCC(=O)N3C3OC(=O)c4ccccc43)CC2)cc1 (stereo not given in full)	9	-1	5	0	6	3	3	-1	3	7	2
C[C@@H]1CN([C@@H](C)CO)S(=O)(=O)c2ccc(Br)cc2O[C@H]1CN(C)C(=O)c1ccccc1F	15	8	-12	-8	17	3	-1	17	0	3	1
O=C(NNS(=O)(=O)c1cc(Cl)c(Cl)cc1Cl)c1cccnc1	20	-3	-20	1	-10	-4	3	-36	1	-14	-3
CC(=O)Nc1ccc2nc(NC(=O)CS(=O)(=O)c3ccc(F)cc3)sc2c1	-6	-1	6	-20	-17	-17	5	-11	-13	-3	-10
O=C(COc1cccc(C(F)(F)F)c1)N1CCN(c2ccccc2O)CC1	2	4	-3	15	-1	4	0	2	-2	4	4
CCOc1ccccc1NC(=O)CN(c1nccs1)S(=O)(=O)c1ccc(N)cc1	2	-4	17	-3	3	2	-11	9	-2	-5	7
CCCNC(=O)c1cc(C2CCCCN2C(=O)c2ccc3c(c2)CCO3)on1 (stereo not given)	-4	0	-74	-3	-5	3	-16	-2	-2	/	-10
CCc1nnc(N2CCN(c3ncnc4c3oc3ccccc34)CC2)s1	39	6	25	-15	-2	-6	11	-107	-1	-4	-2
O=C(NCCc1c[nH]c2ccccc12)c1ccc(-n2cnnn2)cc1	-3	7	-14	8	19	3	-9	10	1	0	-16
COc1cc(NC(=O)Nc2ccc(Cl)c(Cl)c2)c(C(=O)O)cc1OC	-14	-6	5	9	1	-7	-1	3	0	6	3
C=CCNc1nc2c(c(=O)[nH]c(=O)n2C)n1CCCCC	-9	0	5	15	5	-4	13	-6	13	1	-8
COc1ccc2[nH]c(C)c(CN3CCC(C)CC3)c(=O)c2c1	6	9	-16	7	13	10	0	8	0	11	-14
Cc1cc(CNC(=O)c2cc(Br)ccc2Cl)nn1C	0	-2	-14	11	16	4	-4	12	3	-13	-14
Nc1n[nH]c(CO)n1	-9	2	-6	11	-3	-7	11	11	-2	11	-7
CCOc1ccc(N2CC(=O)N/C2=N\c2nc(C)cc(C)n2)cc1	-25	3	10	-7	11	-1	-1	-16	-5	-12	-11
CCCn1c(=O)c2ccccc2n2c(SCc3cc(=O)oc4ccc5ccccc5c34)nnc12	-7	5	-10	-6	-1	-19	7	-7	2	1	3

Further entries.
SMILES	TROY NFkB inh	ABHD5 PLIN5 PPI	SRC2 inh	SRC3 inh	NR5A2 inv ag	NR2F2 inh	TWEAK-Fn14 inh	SRC1 inh	Exocytosis inh	TLR9-MyD88 inh	NOD2-RIPK2 inh
Cc1nc(SCn2nnc3ccccc3c2=O)nc(C)c1C	13	5	10	-10	-50	-11	-10	-10	0	-10	2
Cc1sc2c(c1C)c(=O)n(-c1ccccc1)c1nnc(C)n21	-7	7	-25	-3	-6	7	2	-8	-2	-4	-16
O=C(NC(=S)NCC1CCCO1)c1ccccc1Br (stereo not given)	0	3	15	9	14	7	-2	-24	0	3	6
CCOc1cc(NC(=S)NCC2CCCO2)c(OCC)cc1NC(=O)c1ccc(OC)cc1 (stereo not given)	10	-1	-18	2	20	-7	4	0	-1	-7	4
COc1cc(Cl)c(C)cc1NC(=O)c1ccccc1NC(=O)CN1CCOCC1	-2	-2	16	0	24	24	14	3	11	-6	-8
COc1ccccc1N1C(=O)c2ccc(C(=O)Nc3ccc(C(=O)O)cc3)cc2C1=O	24	3	-17	0	-6	1	20	7	-3	9	7
O=C(COC(=O)/C=C/c1ccccc1)Nc1ccc2c(c1)OCCO2	1	12	7	0	34	1	-8	2	-4	9	-7
CCOc1ccccc1NC(=O)CCNS(=O)(=O)c1ccc2[nH]c(=O)oc2c1	15	-11	13	19	-6	8	0	14	-2	9	-3
COCCCNC(=S)N1CCCN(c2nc3cc(C)ccc3cc2C#N)CC1	-17	-7	-11	0	-6	15	17	-1	1	-8	-2
CC(C)C[C@@H](CO)NS(=O)(=O)c1cc(Cl)ccc1F	-14	2	9	-11	-1	6	5	0	-9	-8	-10
CC(C)C(=O)Nc1cc(C(F)(F)F)ccc1-n1ccnc1	-4	-8	18	8	17	-4	-8	-16	1	-10	5
COc1ccc(NC(=S)N2CCCN(Cc3cc(C)ccc3C)C2)cc1	-9	3	-17	14	17	2	-12	5	0	-8	1
CN(C)c1ccc(/C=N/NC(=O)C(=O)/C=C2\NC3(CCCC3)Cc3ccccc32)cc1	-14	2	-11	13	22	6	3	3	-2	7	11
COc1cccc(C(=O)Nc2cc3c(cc2C(C)=O)OCCO3)c1	-79	6	-23	-29	-25	-11	-36	-49	2	0	-5
COc1ccc(Cc2nnc(N=Nc3c(O)[nH]c4ccc(Br)cc34)[nH]c2=O)cc1	-17	8	17	1	27	5	-4	12	2	1	3
CCCSc1nc(NCc2ccco2)c2c3c(sc2n1)COC(C)(C)C3	-9	28*	-3	-18	-27	-2	4	-26	4	-1	4
CCCCn1nnnc1C1(C)CCC(=O)N1CCc1c[nH]c2ccccc12 (stereo not given)	-10	7	-21	/	6	-14	-15	/	-6	/	-16
CC(C)(C)n1nc2c(c1NC(=O)C1CC(=O)N(c3ccc(Cl)cc3)C1)CS(=O)(=O)C2 (stereo not given)	-25	-9	-16	4	1	-1	6	-17	-1	-9	-6
CCCn1c(=O)c(C(=O)NNC(=O)c2ccccc2[N+](=O)[O-])c(O)c2ccccc21	-12	-3	-4	4	-20	-2	6	1	1	4	-4
O=C(/C=C/c1ccc([N+](=O)[O-])cc1)c1ccccc(=O)c1O	-29	66*	-33	37	0	43*	72*	1	56*	-2	2
CCC1SC(=NC(=O)c2ccc(Cl)c(Cl)c2)NC1=O (stereo not given)	-7	-2	-36	-40	-26	2	12	-14	9	-9	-4
Cc1ccc(C(=O)c2oc3ccccc3c2NC(=O)c2cc(-c3cc(C)ccc3O)n[nH]2)cc1	1	0	-18	20	-3	2	-22	-2	-2	10	2

Exported bar-delimited: entries from further up.
canonical_smiles | TROY NFkB inh | ABHD5 PLIN5 PPI | SRC2 inh | SRC3 inh | NR5A2 inv ag | NR2F2 inh | TWEAK-Fn14 inh | SRC1 inh | Exocytosis inh | TLR9-MyD88 inh | NOD2-RIPK2 inh
CCCSc1nc(NCc2ccco2)c2c3c(sc2n1)COC(C)(C)C3 | -9 | 28* | -3 | -18 | -27 | -2 | 4 | -26 | 4 | -1 | 4
O=C(NC(=S)NCC1CCCO1)c1ccccc1Br (stereo not given) | 0 | 3 | 15 | 9 | 14 | 7 | -2 | -24 | 0 | 3 | 6
COc1ccc(NC(=S)N2CCCN(Cc3cc(C)ccc3C)C2)cc1 | -9 | 3 | -17 | 14 | 17 | 2 | -12 | 5 | 0 | -8 | 1
